FUS suppressor: qHTS for Suppressors of FUS Proteinopathy: Primary screen using FUS-linked yeast assay; S. cerevisiae FUS-expressing, growth rescue, OD600, 24 h; Potency, µM (series often up to 76.6 µM), without a hit: at the top dose growth rescue (activation), hits mostly activators; 0.24% of 390,000 active; AID 1347120, 2019;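 note: potency is the fitted concentration of half-maximal effect; plate controls were DMSO vehicle for no effect and reference control for full effect; nearly all actives have a fitted effect of over 55% in size; some results filed as inactive show a strong effect at the top dose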
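Cultures pregrown in 2.5% raffinose medium are shifted to minimal medium containing 2% galactose to express toxic FUS. Compounds are tested at several concentrations. After 24hr at 30C, growth is quantified at 600 nm absorbance.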
IL-2 act: qHTS of IL-2 Activators; AID 652025, 2013; IL-2 activation reporter assay, cell-based qHTS; stimulated with anti-CD3/CD4/CD28 beads; in transgenic mouse T cells; activation, % (series mostly up to about 46 µM); 0.065% of 360,000 active; in the data active = activation above about 50%; inconclusive = mostly about 30% to 49%; note: 0% is about no effect
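Screening format: compound pinned onto unstimulated transgenic mouse T cells, 60 min incubation, then anti-CD3/anti-CD4/anti-CD28 bead stimulation for 18 hours at 37 degrees C, followed by EGFP and DsRed detection.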
Abeta rescue: qHTS for compounds that reverse cellular toxicity of Amyloid beta (A-beta) peptide in yeast: Primary Screen; yeast expressing A-beta42, growth rescue, OD600, 48 h; response scale: 0% DMSO, 100% iron-clioquinol control; Potency, µM (top dose mostly 46.1 µM), for the others: at the top dose growth rescue, actives largely listed as activators; 0.063% of 410,000 active; AID 1347071, 2019; note: potency is the fitted concentration of half-maximal effect; nearly all actives have a fitted effect of over 55% in size
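Yeast growth medium received pinned compounds, then yeast cells expressing toxic A-beta were added; plates incubated at 30 C for 48 hr. Growth read as absorbance at 600 nm, normalized to DMSO and equimolar FeCl3 plus clioquinol controls.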
EPAC1 antag: qHTS for Antagonist of cAMP-regulated guanine nucleotide exchange factor 3 (EPAC1): primary screen; Rap guanine nucleotide exchange factor 3 (Homo sapiens), O95398; EPAC1 GEF assay, Rap1b-BODIPY-GDP exchange fluorescence; Potency, µM (highest dose often 115 µM), for the others: top-dose activity change, negative = inhibition, usual class: inhibitors; 0.14% of 360,000 active; AID 720709, 2013;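 note: potency is the fitted concentration of half-maximal effect; plate controls were vehicle for no effect and positive control for full effect; nearly all actives have a fitted effect of over 50% in size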
WRN inhibitor: qHTS for Inhibitors of WRN Helicase. 0.46% of 360,000 active. Potency, µM (titrated, usually from 114 µM), without a hit: at the top dose activity change, negative = inhibition, hits mostly inhibitors. WRN helicase unwinding, fluorescent forked duplex, kinetic; note: potency is the fitted concentration of half-maximal effect; % is set by controls: 0 for no effect and ±100 for the full control effect; nearly all actives have a fitted effect of over 55% in size
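WRN at 20 nM final was preincubated with compound for 15 min at room temperature; reaction started with 100 nM forked duplex oligonucleotide carrying fluorophore and quencher plus 2 mM ATP (final). Unwinding followed kinetically by red fluorescence (ex 525/em 598 nm).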
EPAC1 ag: qHTS for Agonist of cAMP-regulated guanine nucleotide exchange factor 3 (EPAC1): primary screen; 0.073% of 360,000 active; AID 720707, 2013; Rap guanine nucleotide exchange factor 3 (Homo sapiens), O95398; Potency, µM (series often up to 154 µM), without a hit: at the highest dose activation, actives largely listed as activators; EPAC1 agonist qHTS, biochemical assay; response scale: 100% = response to 6.5 mM cAMP; note: potency is the fitted concentration of half-maximal effect; nearly all actives have a fitted effect of over 60% in size
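Read-out is the fluorescence drop as BODIPY-GDP leaves Rap1B (480 nm excitation, 540 nm emission), recorded every 5 minutes over 30 minutes. Reactions held 100 nM EPAC1, 250 nM Rap1B–BODIPY-GDP and 50 uM GDP, with 6.5 mM cAMP setting full activation.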
PLK1 PBD block: qHTS for Inhibitors of PLK1-PDB (polo-like kinase 1 - polo-box domain): Primary Screen; Potency, µM, for the others: max response, negative = inhibition, actives largely listed as inhibitors; Plk1 PBD binding of FITC phosphopeptide, fluorescence polarization; 2.8% of 360,000 active; AID 720504, 2013; note: potency is the fitted concentration of half-maximal effect; series mostly up to about 57 µM; % is set by controls: 0 for no effect and ±100 for the full control effect; nearly all actives have a fitted effect of over 65% in size
Target sequence (P53350 whole entry, looked up, the tested form may be a part): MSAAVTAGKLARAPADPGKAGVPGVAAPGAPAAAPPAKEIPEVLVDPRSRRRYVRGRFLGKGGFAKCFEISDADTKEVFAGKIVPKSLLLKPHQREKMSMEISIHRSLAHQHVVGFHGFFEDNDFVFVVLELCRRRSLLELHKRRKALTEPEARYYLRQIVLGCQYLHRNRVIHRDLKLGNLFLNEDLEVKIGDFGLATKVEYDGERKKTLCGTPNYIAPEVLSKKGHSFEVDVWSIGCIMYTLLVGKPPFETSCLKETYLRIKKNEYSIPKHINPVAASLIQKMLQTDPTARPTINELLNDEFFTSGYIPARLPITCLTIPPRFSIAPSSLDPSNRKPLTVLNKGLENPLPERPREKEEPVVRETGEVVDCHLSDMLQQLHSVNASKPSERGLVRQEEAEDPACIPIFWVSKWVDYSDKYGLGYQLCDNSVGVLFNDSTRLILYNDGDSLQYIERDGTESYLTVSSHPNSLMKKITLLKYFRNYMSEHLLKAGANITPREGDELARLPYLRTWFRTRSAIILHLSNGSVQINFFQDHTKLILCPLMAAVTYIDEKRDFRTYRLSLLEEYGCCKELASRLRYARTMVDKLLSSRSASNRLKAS
PI5P4Ka inh: qHTS for Inhibitors of phosphatidylinositol 5-phosphate 4-kinase (PI5P4K); Phosphatidylinositol 5-phosphate 4-kinase type-2 alpha (Homo sapiens), P48426; PI5P4Kalpha enzyme, ADP-Glo luminescence, 60 min; stronger effect = lower value; max response, %; 1.2% of 330,000 active; active = max response of -50% or lower; inconclusive = between -30% and -50%; inactive = -30% or higher; note: value at the top dose of about 77 µM; % is set by controls: 0 for no effect and ±100 for the full control effect
Target sequence (P48426 whole entry, looked up): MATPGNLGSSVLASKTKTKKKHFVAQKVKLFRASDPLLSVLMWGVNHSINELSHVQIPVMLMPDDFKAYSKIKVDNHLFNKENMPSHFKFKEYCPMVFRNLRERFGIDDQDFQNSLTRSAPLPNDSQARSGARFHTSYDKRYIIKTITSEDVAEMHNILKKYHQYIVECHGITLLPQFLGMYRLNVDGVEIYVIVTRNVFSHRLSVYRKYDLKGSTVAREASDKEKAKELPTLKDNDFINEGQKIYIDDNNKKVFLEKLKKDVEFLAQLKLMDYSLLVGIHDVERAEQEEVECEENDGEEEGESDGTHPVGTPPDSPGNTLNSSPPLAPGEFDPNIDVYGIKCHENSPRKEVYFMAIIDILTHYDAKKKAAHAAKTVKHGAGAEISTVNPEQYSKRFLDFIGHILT
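qHTS, 1536-well: enzyme/substrate mix, compound by pin tool, 5 microM ATP final; RT 60 min; ADP-Glo reagents 1 (45 min) then 2 (30 min); luminescence.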
Numbers without * were called inactive; u = inconclusive; x = no result given; & = joins results of further samples; [ ] = another dose, or the depositor's remark. Unless noted, calls come from the whole dose curve; as a rule, active = well fitted curve in the direction sought with a large enough effect; inconclusive = small, poorly fitted or top-dose-only effect, or another doubt; inactive = no such curve, though single readings can be large; an effect the other way counts as inactive or inconclusive.

Below each compound: FUS suppressor, IL-2 act, Abeta rescue, EPAC1 antag, WRN inhibitor, EPAC1 ag, PLK1 PBD block, PI5P4Ka inh
1	O=C(O)c1ccc(C(=O)c2ccc3c(c2)C(=O)N(CC2CCCO2)C3=O)cc1 (stereo unspecified)
 : 5%, 2.3, 0%, -8%, -1%, -1%, -10%, -27
2	COc1ccc2c3c([nH]c2c1)C(C)N(C(C)=O)CC3 (stereo unspecified)
 : -33%, -3.3, 4%, 7%, 1%, 3%, 3%, 2
3	Cc1cc(C)nc(N/N=C/c2ccncc2)n1
 : 7%, -1.6, 3%, 0%, 12%, 14%, -6%, -2
4	CCC(C)c1ccccc1NC(=O)COC(=O)C1=NN(c2ccccc2)C(=O)CC1 (stereo unspecified)
 : x, -4.5, 8%, 4%, -16%, 3%, -6%, 7
5	O=C(NCC1OCCc2ccccc21)c1ccc(NC(=O)c2ccc(Cl)cc2)cc1 (stereo unspecified)
 : 19%, 0.4, 5%, -6%, -36%[57.1 µM], -11%, -2%, -12
6	COc1ccc(OC)c(C(C(=O)NC2CCCCC2)N(C(=O)c2ccccn2)c2cccnc2)c1 (stereo unspecified)
 : 9%, -3.3, 6%, -7%, 8%, 7%, -5%, 1
7	O=C(O)c1ccccc1SCc1ccc2c(c1)OCO2
 : 22%, -2.3, -1%, -1%, 0%[57.1 µM], -4%, -8%, -4
8	Cc1cccc(N2C(=O)C=CC2=O)c1
 : 16%, -0.4, -93%[inhibitor], 0%, 45µM*, 7%, 30µM*, -11
9	CCOc1ccc(CC(=O)Nc2nccs2)cc1
 : -6%, 0.0, 5%, -11%, -3%, 6%, 2%, 3
10	COc1cc(NC(=O)C2CC2)c(C(=O)O)cc1OC
 : x, 1.6, -3%, 2%, -9%, 3%, -16%, 10
11	Cn1c(NCCc2ccccc2)cc(=O)n(C)c1=O
 : -6%, 0.1, 9%, 17%, 9%, -5%, 0%, -14
12	O=S1(=O)CCN(C2CC2)CC1
 : -25%, 1.8, 2%, 6%, 5%, 2%, -13%, 1
13	COc1cc2c(C(=O)N3CCN(C)CC3)c(C)oc2cc1Br
 : 10%, -1.4, 15%, 7%, 2%, 0%, 1%, x
14	O=S(=O)(NN=Cc1cccc(Cl)c1)c1ccccc1
 : -18%, 0.6, 17%, -2%, 6%[57.1 µM], 1%, -25%, 7
15	CCCC12CN3CC(C)(CN(C1)C3c1cccs1)C2=O (stereo unspecified)
 : 5%, -1.5, 6%, -3%, -5%, 7%, -5%, -5
16	Cc1cccc(N2CN(Cc3ccco3)CNC2=S)c1C
 : x, -2.2, 2%, -25%, -3%, -5%, -3%, 1
17	CCN(CC)S(=O)(=O)c1cccc(C(=O)Oc2cccnc2)c1
 : 2%, -2.3, 9%, -10%, -1%, 16%, u, 6
18	O=C(Nc1ccccc1)c1cc(C2CCCN(C(=O)c3ccccc3)C2)on1 (stereo unspecified)
 : 15%, -0.6, 2%, -4%, -8%, 5%, 5%, 3
19	CC1CCCCN1CCCNC(=O)CN1C(=O)c2cccnc2Oc2ccccc21 (stereo unspecified)
 : 6%&8%, -1.6, -7%&-5%, 1%, -4%, 0%, -6%, 1
20	O=C(COC(=O)c1cncc(Br)c1)NC1CC1
 : 11%, -2.0, -4%, -2%, -2%, 7%, -7%, x
21	COc1ccc(C(CC(=O)N2CCOCC2)c2c(OC)cc(OC)c3ccc(=O)oc23)cc1 (stereo unspecified)
 : 2%, 0.3, -14%, -2%, -4%[11.6 µM], 7%, -8%, -1
22	COc1ccc(NCC(=O)NN=C2CCS(=O)(=O)c3ccc(F)cc32)cc1
 : 50%, 3.6, -10%, 7%, -24%, 9%, 4%, -14
23	Cc1cc(=S)n(-c2ccccc2)n1C
 : -17%, 5.0, 18%, 13%, -14%, 4%, -1%, -1
24	COc1ccc(Cl)cc1C(=O)Nc1ccccc1N1CCN(C(=O)C(C)C)CC1
 : 10%, -3.0, 21%, -26%, -16%, -3%, -9%, x
25	O=c1cnnc(SCCc2ccccc2)[nH]1
 : 6%, -2.8, -11%, -20%, 1%, 0%, -7%, -10
26	COc1ccc(CNC(=O)CN(C(=O)c2snc(C(N)=O)c2N)c2ccccc2F)cc1
 : 19%, 0.5, 4%, -2%, 9%, 16%, -5%, 0
27	CC(C)(C)n1nc2c(c1NC(=O)c1cc3ccccc3o1)CSC2
 : 6%, 0.2, 26%, -14%, 0%, -3%, 0%, 4
28	CCOC(=O)C(NC(=O)c1ccccc1)(Nc1cc(C)on1)C(F)(F)F (stereo unspecified)
 : 9%, -0.9, -1%, -10%, 6%, 3%, -17%, -6
29	COc1ccc(-c2coc3c(C(=O)NCc4ccccc4)cccc23)c(C)c1
 : 22%, -0.5, 12%, -17%, -5%, 0%, -1%, 22
30	CN(C)CC/C=C1/c2ccccc2Sc2ccc(Cl)cc21
 : -10%&-3%, -0.1&-0.2, -17%&-7%, 0%&-4%, 8%&4%, -7%&1%, -4%&-24%, 9&-9
31	COc1cc(C(=O)Oc2cccc(C(=S)N3CCOCC3)c2)cc(OC)c1OC
 : x, -3.8, -22%, -6%, -19%, 11%, u, -6
32	CCOC(=O)CC1(CCc2ccccc2)Oc2ccccc2N1S(=O)(=O)c1ccc(C)cc1 (stereo unspecified)
 : 19%, -1.0, -2%, -26%, -5%, -2%, 0%, 3
33	CCC(Oc1ccccc1)C(=O)Nc1ccc(S(=O)(=O)Nc2cc(C)on2)cc1 (stereo unspecified)
 : -13%, 0.2, 3%, -8%, 0%[57.1 µM], 3%, -6%, -2
34	Cc1ccccc1NC(=O)C1CC(=O)N(c2ccccc2F)C1 (stereo unspecified)
 : -32%, -2.7, -1%[9.22 µM], 4%, -21%, 2%, 0%, -7
35	N/C(=N\c1nc(CSc2nc3ccccc3s2)cc(=O)[nH]1)Nc1ccc(F)cc1
 : -7%, 0.9, 4%, -8%, 3%, -8%, 1%, -5
36	COc1cc(/C=C2\C(=O)N(c3ccc(S(N)(=O)=O)cc3)N=C2C)ccc1OC(=O)c1ccco1
 : -12%, -0.5, 1%, -2%, -16%[11.6 µM], 2%, 3.8µM*, -1
37	Cc1ccc(C)c(S(=O)(=O)N2CCN(C(=O)c3cnccn3)CC2)c1
 : 9%, -1.0, 5%, 0%, 6%, 3%, 0%, x
38	Cc1nn(C)c(C)c1NC(=O)Nc1cccc(C(F)(F)F)c1
 : -12%, 0.2, 8%, 2%, -5%, 1%, -1%, -3
39	O=C(Nc1ccc(F)c(Cl)c1)C1CC(=O)N(Cc2ccco2)C1 (stereo unspecified)
 : x, -0.9, -15%, -24%, -17%, 0%, -9%, -8
40	CCOC(=O)c1c(NC(=O)C2CCCN(S(=O)(=O)c3ccc(C)cc3)C2)sc2c1CCCC2 (stereo unspecified)
 : 1%, 1.0, 6%, 4%, 8%, 0%, -5%, 8
41	CCOC(=O)c1nn(-c2ccccc2F)c2nc(Nc3ccccc3)cc(=O)n12
 : x, 0.4, -6%, 5%, 5%, -7%, 7%, -3
42	Cc1cccc(NC(=O)CN2CCc3cc4c(cc3C2C)OCCCO4)c1 (stereo unspecified)
 : 2%, -3.9, 13%, u, -2%, 14%, 1%, 13
43	COC(=O)c1ccc(COc2ncnc3c(Cl)cc(Cl)cc23)o1
 : 5%, -1.4, 19%, -11%, 1%, 0%, -7%, -4
44	Nc1nc(SCc2nc3scc(-c4cccs4)c3c(=O)[nH]2)n[nH]1
 : -7%, -0.2, 8%, -3%, -9%, 14%, -4%, u
45	Cn1c(C(O)c2ccccc2F)nc(Cl)c1Cl (stereo unspecified)
 : 17%, 0.4, 9%, 6%, 10%, 1%, -4%, x
46	N#Cc1c(C(F)(F)F)cc(-c2cccs2)nc1SC(C(=O)O)c1ccccc1 (stereo unspecified)
 : 4%, 0.9, -5%, -11%, -4%, -12%, u, -3
47	Oc1cccc2ccc(/C=C/c3c(F)cccc3Cl)nc12
 : -2%, -0.4, -13%, 7%, 7%, 3%, 7%, 27
48	CC(C)CC(c1nnnn1Cc1ccc(F)cc1)N1CCC(C(N)=O)CC1 (stereo unspecified)
 : -5%, 5.6, -6%, -3%, -4%, 5%, -9%, 0
49	COc1ccc(OC)c(NC(=O)COC(=O)c2ccc(-n3cnnn3)cc2)c1
 : 20%, -0.2, 10%, -4%, -7%, 5%, -10%, -6
50	CCOc1ccccc1OCCC(=O)Nc1ccc2c(c1)OCO2
 : x, -4.4, -1%, -2%, -1%, -7%, -2%, 10
51	CS(=O)(=O)N(CCc1ccccc1)CC(=O)NCc1ccccc1Cl
 : 8%, -0.1, 12%, 4%, 8%, 4%, -4%, 0
52	COCCOC(=O)C(C#N)c1nc2ccccc2nc1N1CCN(Cc2ccccc2)CC1 (stereo unspecified)
 : -10%, 1.3, 12%, -13%, -19%, 5%, -11%, 6
53	CCC(C)(C)NC(=O)CN(C(=O)c1ccc(N2CCCC2)nc1)c1ccc(F)cc1
 : -11%, 0.2, 6%, -6%, 2%, 4%, -6%, 6
54	CCCCN(C(=O)/C=C/c1ccco1)c1c(N)n(CCC)c(=O)[nH]c1=O
 : -2%, 0.4, 1%, 3%, -6%, 1%, -4%, 5
55	Cc1cc(C(F)(F)F)cc(NNC(=O)NC(=O)c2ccc(Cl)cc2)n1
 : 22%, -0.6, 0%, -9%, -9%, 6%, -7%, 2
56	COc1cccc(NC(=O)CC2Oc3ccccc3NC2=O)c1 (stereo unspecified)
 : -22%&-5%, -2.7, -2%&-8%, -4%, 1%, 1%, 1%, -5
57	COC(=O)c1ccccc1S(=O)(=O)N1CCC(C(=O)OCc2ccc([N+](=O)[O-])cc2)CC1
 : 13%, 5.6, u, 1%, -3%, 28%, -2%, -6
58	COc1ccc(-n2nnnc2CNC(=O)C(=O)c2c(C)[nH]c3ccccc23)cc1
 : -2%, -0.2, 4%, -3%, -5%, -1%, 4%, 6
59	CSc1cccc(NC(=O)C2C3C=CC4(O3)C2C(=O)N(CCN2CCOCC2)C4C(=O)NC2CCCCC2)c1 (stereo unspecified)
 : 17%, 1.4, 14%, -18%, -2%, -3%, -6%, -1
60	CCN(CCNC(=O)C1CCN(S(=O)(=O)c2c(C)noc2C)CC1)c1ccccc1
 : 9%, -0.4, 5%, -4%, 0%, 3%, -22%, 3

Source: PubChem BioAssay
